High-throughput results as filed in PubChem BioAssay.
Rad51 HR inh: blocks human Rad51 in homologous recombination | Q06609 | hRad51 DNA strand exchange, fluorescence dequenching | inhibition, % at 10 µM | 0.085% of 200,000 active | AID 1385;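 active = inhibition above 40% at the single screening dose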;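 note: 0% = DMSO control wells and 100% = blanks with heterologous ssDNA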
Target sequence (Q06609 whole entry, looked up): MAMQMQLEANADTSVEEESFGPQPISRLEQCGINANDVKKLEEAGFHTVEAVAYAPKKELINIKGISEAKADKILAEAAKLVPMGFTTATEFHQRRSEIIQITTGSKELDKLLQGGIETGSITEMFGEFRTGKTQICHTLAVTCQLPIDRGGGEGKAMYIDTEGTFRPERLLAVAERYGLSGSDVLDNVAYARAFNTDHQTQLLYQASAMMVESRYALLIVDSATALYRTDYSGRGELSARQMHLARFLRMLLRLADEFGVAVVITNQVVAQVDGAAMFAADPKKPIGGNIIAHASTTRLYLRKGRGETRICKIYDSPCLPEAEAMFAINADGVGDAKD
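System: hRad51 filaments on single-stranded DNA; reagent: Fluorescein- and BHQ1-tagged 47-mer duplex; compound dosing: one concentration, 10 µM final; timing: filaments 15 min 37 °C, then compound 30 min; measured by: fluorescein emission 520 nm, excitation 485 nm; benchmarks: per-plate controls and blanks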
FXIa inh: inhibitors of human coagulation factor XIa; purified FXIa, Boc-Glu-Ala-Arg-AMC fluorogenic substrate; 0.14% of 220,000 active; inhibition, % at 5 µM; AID 798; P03951;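 active = inhibition of at least 40%; inactive = inhibition below 40%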;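 note: fluorescence of freed AMC excited at 355 nm; 0% = enzyme without compound and 100% = no enzyme blank; many of its hits are not listed in these tables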
Cl transport mod: modulates chloride dependent transport by human KCC2. KCC2 cells, thallium flux FluoZin-2 fluorescence. B-score of Tl+ flux slope (higher = more flux/activation; lower = inhibition) at 10 µM. 2.2% of 190,000 active. Q9H2X9;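 active = thallium flux slope and its plate-corrected score both differing from the plate sample mean at a set confidence after two filtering rounds, in either direction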;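 note: slope of fluorescence scaled to starting intensity during 10 to 20 s after thallium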
Hck-Nef inh: blocks Nef-activated human Hck kinase; P08631; Recombinant Hck-YEEI plus Nef, Z-Lyte FRET kinase assay; inhibition, % at 20 µM; 0.68% of 220,000 active;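 active = Hck-Nef kinase inhibition above about 50%, limit read from the data; inactive = inhibition below that limit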;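 note: 0% = DMSO with Hck plus Nef and 100% = Hck alone without Nef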
Target sequence (P08631 whole entry, looked up): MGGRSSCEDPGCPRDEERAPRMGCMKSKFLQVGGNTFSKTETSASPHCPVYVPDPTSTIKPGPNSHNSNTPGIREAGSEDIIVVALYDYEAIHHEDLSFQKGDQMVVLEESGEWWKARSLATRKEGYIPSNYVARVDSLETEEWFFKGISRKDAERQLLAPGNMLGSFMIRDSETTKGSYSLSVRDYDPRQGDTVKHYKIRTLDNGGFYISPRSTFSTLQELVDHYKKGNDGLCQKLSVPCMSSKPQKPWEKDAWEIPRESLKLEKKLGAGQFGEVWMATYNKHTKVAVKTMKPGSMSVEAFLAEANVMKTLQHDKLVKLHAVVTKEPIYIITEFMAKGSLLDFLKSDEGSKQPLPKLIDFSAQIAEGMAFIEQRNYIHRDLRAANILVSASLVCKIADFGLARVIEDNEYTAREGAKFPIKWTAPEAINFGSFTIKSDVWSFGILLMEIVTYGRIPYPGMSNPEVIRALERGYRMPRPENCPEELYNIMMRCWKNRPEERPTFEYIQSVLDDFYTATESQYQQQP
TNF death inh: TNF-alpha cell death inhibition in Jurkat FADD-/- cells. Jurkat FADD-/- TNF necroptosis rescue, ATP luminescence, 24 h; 0 = TNF only, 100 = no-TNF cells. activation (protection from cell death), % at 10 µM. 0.068% of 220,000 active;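 active = activation, meaning protection from cell death, of at least 50% relative to plate controls; inactive = activation below 50%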;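 note: necroptosis triggered by 40 ng/mL TNF-alpha added together with compound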
L929 necroptosis: L929 zVAD cell death inhibition | 0.38% of 220,000 active | viability rescue, % at 10 µM | L929 zVAD necroptosis rescue, ATP luminescence, 24 h; with zVAD 60 µM | AID 1377;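 active = activation, scaled between plate controls, above about 75%, limit read from the data; inactive = activation under that limit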;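 note: 0% = zVAD with DMSO and 100% = DMSO alone without zVAD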
Thrombin inh: blocks human thrombin protease activity; 0.26% of 220,000 active; AID 1046; inhibition, % at 5 µM; alpha-thrombin, Boc-VPR-AMC fluorogenic substrate cleavage;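 active = inhibition at or above 40%; inactive = inhibition below 40%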;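 note: 0% = enzyme with no compound and 100% = wells without enzyme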
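signal = AMC fluorescence, 355/460 nm | material = human alpha-thrombin enzyme | control set = enzyme without compound as high, wells lacking enzyme as low | times = reaction at room temperature | read-out basis = percent inhibition scaled between no-compound controls and no-enzyme blanks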
hK5 inh: kallikrein 5 (human) inhibition. Q9Y337. recombinant hK5, fluorogenic AMC substrate cleavage. inhibition, % at 5 µM. 0.59% of 210,000 active. AID 873;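 active = inhibition of 40% or more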;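 note: 0% = enzyme controls without compound and 100% = no-enzyme blanks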
Target sequence (Q9Y337 67-293 limits assumed): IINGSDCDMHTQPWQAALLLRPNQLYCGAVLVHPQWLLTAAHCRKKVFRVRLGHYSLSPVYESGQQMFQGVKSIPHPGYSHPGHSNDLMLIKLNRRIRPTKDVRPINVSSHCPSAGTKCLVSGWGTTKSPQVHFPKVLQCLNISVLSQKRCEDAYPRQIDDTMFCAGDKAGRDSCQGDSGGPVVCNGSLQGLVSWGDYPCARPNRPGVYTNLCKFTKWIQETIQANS
FXIIa inh: inhibitors of human coagulation factor XIIa; purified FXIIa, Boc-QGR-AMC fluorogenic substrate, 2 h; inhibition, % at 5 µM; 0.3% of 220,000 active; in the data active = inhibition above about 40%;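 note: 0% = enzyme with no compound and 100% = blank without enzyme; many of its hits are not listed in these tables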
* hit, by the source's call; . = not tested or not shown.

| structure | hK5 inh | FXIa inh | Hck-Nef inh | Thrombin inh | FXIIa inh | L929 necroptosis | TNF death inh | Rad51 HR inh | Cl transport mod |
| --- | --- | --- | --- | --- | --- | --- | --- | --- | --- |
| Cc1ccc(NS(=O)(=O)c2cc(NC(=O)c3ccc4c(c3)NC(=O)CS4)ccc2C)c(C)c1 | 3.5 | 9.3 | -26.5 | -6.7 | 10.2 | 1.4 | -3.9 | -5.1 | 0.386 |
| Cn1c(NC(=O)c2ccc(Cl)s2)cc(=O)n(C)c1=O | -3.3 | 6.5 | 2.7 | 1.9 | 12.7 | -0.4 | -1.6 | 0.8 | -0.0288 |
| O=C(COC(=O)c1ccc(-c2ccc([N+](=O)[O-])cc2)o1)NC(=O)NC12CC3CC(CC(C3)C1)C2 | -12.4 | 9.9 | 6.4 | -1.7 | 14.1 | 0.8 | 4.4 | 2.1 | 0.396 |
| Cc1ccc(SCC(=O)Nc2cccnc2)cc1 | . | . | -7.9 | . | . | -1.2 | 0.7 | 5.4 | 1.76 |
| COc1cc2c(cc1OC)CN(C(=S)Nc1ccc(C)cc1C)CC2 | -5.5 | -5.3 | -0.8 | -5.6 | 3.0 | 1.1 | 2.1 | 4.2 | -0.713 |
| CCc1nc2oc3ccccc3c(=O)c2c(=O)n1Cc1ccccc1 | -7.4 | 0.4 | 8.2 | -2.2 | -2.8 | -0.1 | 6.2 | 2.5 | . |
| Cc1nc2ccccn2c1C(=O)N/N=C/c1ccccc1[N+](=O)[O-] | -2.5 | 6.2 | 1.0 | 0.5 | 14.0 | 0.3 | -2.3 | 7.0 | 1.01 |
| Cc1ccc(NS(=O)(=O)c2cc(N)ccc2Cl)c(C)c1 | 2.5 | 2.9 | 6.7 | -1.0 | 9.7 | -0.3 | -0.6 | -21.6 | -0.109 |
| Cc1ccc(-c2csc(N(CC3CCCO3)C(=O)c3ccco3)n2)cc1 (stereo unspecified) | 8.0 | 30.9 | 1.6 | -0.9 | 14.8 | . | -1.5 | . | -0.384 |
| O=C(Nc1cccc([N+](=O)[O-])c1)c1ccncc1 | -6.5 | -1.4 | 2.2 | -6.9 | -0.8 | 0.5 | 0.7 | 8.1 | -0.178 |
| CCOP(=O)(C1=C(O)C(=O)C(C(C)(C)C)=CC1=O)c1ccccc1 (stereo unspecified) | -1.9 | 6.8 | 27.4 | -2.2 | 2.1 | 2.2 | -0.2 | 3.7 | 0.113 |
| C#CCSC1=C(C#N)C(c2cccs2)C(C(=O)OCC)=C(C)N1 (stereo unspecified) | -16.0 | 5.9 | 1.6 | -2.1 | 6.6 | -0.8 | -4.1 | -0.5 | 0.761 |
| Cc1ccc(/C=C/C2=NN(Cc3ccc(Cl)c(Cl)c3)C(=O)CC2)cc1 | -1.6 | -1.0 | 0.5 | -2.7 | 5.2 | 0.2 | -0.3 | 4.3 | . |
| CCOc1ccc(C(=O)NCC(=O)OCc2c(F)cccc2Cl)cc1OCC | -15.5 | -7.9 | 0.4 | -10.2 | 1.6 | 0.5 | 0.8 | 5.0 | 0.749 |
| O=c1cc(CSc2nnnn2-c2ccccc2)[nH]c2[nH]n(-c3ccccc3)c(=O)c12 | 0.6 | -2.8 | 1.0 | -0.5 | 7.7 | 0.0 | 0.3 | 9.1 | 0.314 |
| CC1CCN(c2nc(-c3ccccc3O)nc3ccccc23)CC1 | 7.3 | 8.6 | 1.3 | 1.8 | 21.8 | 0.4 | -1.1 | 0.1 | 0.566 |
| COc1ccc(OC)c(/C=C/C(=O)OCC(=O)Nc2cccc(Oc3ccccc3)c2)c1 | -5.2 | 6.0 | 5.0 | -4.5 | 7.3 | 2.2 | 4.8 | 2.3 | 0.0328 |
| CN(C)/C=C(\C=O)c1ccc(Cl)cc1Cl | 1.4 | 2.4 | 20.7 | -0.1 | 10.1 | 0.1 | -0.4 | 6.0 | -1.15 |
| O=C(NCCN1CCN(c2ccccc2)CC1)C1CCCN(S(=O)(=O)c2cnc[nH]2)C1 (stereo unspecified) | -3.2 | 2.2 | 5.6 | -7.0 | 11.7 | -0.3 | 1.3 | -8.9 | 0.102 |
| O=C(c1ccco1)N1CCN=C1SCc1cccc(F)c1 | -2.2 | -2.5 | -1.3 | -3.5 | 12.6 | 0.0 | 1.3 | -3.2 | 0.283 |

Single records, as listed above. Order of screens: hK5 inh | FXIa inh | Hck-Nef inh | Thrombin inh | FXIIa inh | L929 necroptosis | TNF death inh | Rad51 HR inh | Cl transport mod
Results for Cc1ccc(/C=C/C2=NN(Cc3ccc(Cl)c(Cl)c3)C(=O)CC2)cc1 : -1.6 | -1.0 | 0.5 | -2.7 | 5.2 | 0.2 | -0.3 | 4.3 | .
Results for O=c1cc(CSc2nnnn2-c2ccccc2)[nH]c2[nH]n(-c3ccccc3)c(=O)c12 : 0.6 | -2.8 | 1.0 | -0.5 | 7.7 | 0.0 | 0.3 | 9.1 | 0.314
Results for COc1ccc(OC)c(/C=C/C(=O)OCC(=O)Nc2cccc(Oc3ccccc3)c2)c1 : -5.2 | 6.0 | 5.0 | -4.5 | 7.3 | 2.2 | 4.8 | 2.3 | 0.0328

(further entries)
| structure | hK5 inh | FXIa inh | Hck-Nef inh | Thrombin inh | FXIIa inh | L929 necroptosis | TNF death inh | Rad51 HR inh | Cl transport mod |
| --- | --- | --- | --- | --- | --- | --- | --- | --- | --- |
| CCOc1ccc(NC(=O)c2sccc2-n2cccc2)cc1 | . | -4.3 | 6.8 | -14.8 | 9.4 | 0.8 | 0.5 | . | 0.302 |
| Cn1c(C(=O)Nc2ccc3c(c2)OCCO3)cc2sccc21 | -14.7 | 21.2 | 3.4 | 5.4 | 31.1 | 0.4 | -4.5 | -2.7 | -1.21 |
| FC(F)(F)c1nnc(Nc2ccc(Cl)cc2)s1 | -2.8 | -4.4 | 11.2 | -8.3 | -2.6 | 0.7 | 1.6 | 14.6 | 0.719 |
| Cc1cccc(NC(=O)CSc2nnc(NC(=O)CN3CCCCC3)s2)c1 | -13.6 | 2.8 | 4.9 | -2.6 | 10.0 | 1.3 | 1.0 | 5.4 | -0.0753 |
| C=CCOc1ccc(/C=C2\N=C(C)OC2=O)cc1OC | 1.2 | -0.8 | -23.7 | -6.9 | 14.4 | 0.5 | 2.0 | -3.7 | -2.36 |
| Cc1cc(Nc2cccc(F)c2)nc(NCc2ccccc2)n1 | -2.8 | 8.5 | 2.3 | -0.1 | 9.0 | 1.1 | 7.2 | 5.8 | 0.136 |
| CCOC(=O)Cc1c[nH]c2ccccc12 | -0.6 | -12.3 | 0.6 | -6.2 | 15.6 | 0.7 | 4.6 | -4.1 | . |
| CCCCC1NC(=S)N(C2CCCCC2)C1=O (stereo unspecified) | -30.2 | 2.2 | 3.2 | 1.9 | 8.9 | 0.8 | 7.2 | -3.5 | 2.35 |
| Cc1oc2ccc(OCc3ccc(F)cc3)cc2c1C(=O)O | 0.8 | 7.9 | 1.2 | -3.0 | 12.7 | -0.2 | -3.0 | 9.7 | -2.99 |
| CCC(NC(=O)c1ccc([N+](=O)[O-])cc1[N+](=O)[O-])c1ccccc1 (stereo unspecified) | -4.3 | -2.7 | 0.5 | 0.9 | 13.1 | -0.4 | -0.9 | 3.0 | 1.16 |
| CC1CCN(S(=O)(=O)c2ccc(NC(=O)Cn3nnc(-c4ccccc4F)n3)cc2)CC1 | 8.8 | -6.3 | 3.3 | -6.3 | 2.9 | 2.6 | -5.3 | -0.3 | 1.38 |
| CCNC(=S)N1CCN(Cc2ccc3c(c2)OCO3)CC1 | 2.9 | -2.0 | 21.4 | -6.9 | 7.5 | 12.4 | 0.9 | -8.5 | -0.0547 |
| O=C(CSc1nnc(-c2cccnc2)n1Cc1ccco1)Nc1nc(-c2ccc(F)cc2)cs1 | -15.2 | 6.9 | 1.3 | 1.0 | 14.2 | -0.1 | -2.3 | -2.4 | -2.32 |
| COc1ccccc1NS(=O)(=O)c1ccc2c(c1)n(C)c(=O)n2C | -23.1 | 10.0 | 5.2 | 4.8 | 14.4 | 0.5 | -1.3 | 4.2 | 0.0775 |
| COc1cc2c(cc1NC(=O)c1ccccc1F)CCCC2 | -3.6 | 6.3 | 5.3 | -4.5 | 13.0 | 0.7 | 1.2 | -10.4 | 0.303 |
| Cn1c(N)c(C(=O)CSc2nc(N)cc(N)n2)c(=O)n(C)c1=O | 2.3 | 1.3 | 21.4 | -5.0 | 9.8 | 3.7 | -1.3 | 8.1 | 0.000595 |
| C/C(=N\NC(N)=O)c1ccc(-n2ccnc2)cc1 | -2.8 | -3.8 | 26.0 | -21.3 | 3.2 | 1.4 | 1.1 | 8.1 | -0.028 |
| Clc1cccc(Cc2nn[nH]n2)c1 | -5.8 | -1.6 | 3.9 | -1.9 | 5.4 | 1.2 | 0.9 | 1.4 | 0.00463 |
| COc1ccc(N2C(=O)CC(N3CCCC4CCCCC43)C2=O)cc1 (stereo unspecified) | -5.0 | -4.1 | -1.4 | -7.6 | -3.1 | 0.9 | -0.1 | 3.3 | 0.453 |
| COc1ccc(OC)c(S(=O)(=O)N(C)CC(=O)N2CCN(c3ccccc3)CC2)c1 | 6.0 | -8.4 | -0.6 | -4.2 | -2.2 | -0.1 | -1.4 | -1.6 | -0.0713 |
| CCCc1cc2c(cc1NC(=O)c1ccccc1C)OCO2 | -2.6 | -6.5 | -0.1 | -5.7 | 3.3 | 0.5 | -3.0 | 1.6 | -0.919 |
| O=C(O)/C=C\C(=O)Nc1ccc(OCc2ccccc2)cc1 | -1.7 | 7.0 | 16.6 | . | 12.7 | 1.3 | 0.5 | 1.3 | -0.561 |
| COc1ccc(Cc2nnc(NS(=O)(=O)Cc3ccccc3)s2)cc1 | 0.3 | -0.5 | 0.4 | -16.6 | -5.7 | -0.3 | 0.5 | -0.8 | 0.0564 |
| CC(=O)OC1OCCOC1NC(=S)Nc1cccc(C(F)(F)F)c1 (stereo unspecified) | 0.7 | -0.4 | 20.1 | -1.6 | 8.4 | 1.6 | 2.1 | -3.5 | -0.821 |
| Clc1ccc(OCCCN2CCCCC2)c(Br)c1 | -20.2 | 4.0 | 0.7 | -7.7 | 9.3 | 0.4 | 2.6 | -4.7 | -0.162 |
| O=C(CCN1C(=O)C2C3C=CC(C3)C2C1=O)NC1CCCc2ccccc21 (stereo unspecified) | 53.4* | 13.3 | 0.7 | 13.9 | 23.4 | 0.1 | -0.1 | 1.2 | 0.323 |
| CCN(CC)C(=O)Cc1cn(C)c2ccccc12 | -7.6 | -1.1 | 5.5 | 3.5 | 8.8 | 1.1 | 0.5 | -0.3 | 2.01 |
| COC(=O)c1c(-c2c(Cl)cccc2Cl)noc1NC(=O)NN1CCCCC1 | 0.7 | 3.8 | 4.5 | -4.7 | 3.6 | -1.8 | 1.4 | 2.1 | . |
| O=C1CCCCCN1C(=O)c1ccc(C(=O)N2CCCCCC2=O)cc1 | -21.1 | 1.7 | 1.0 | -0.7 | 7.5 | 0.2 | -2.5 | -0.3 | 0.788 |
| CCCC(C)C(=O)Nc1ccc(NC(C)=O)cc1 (stereo unspecified) | -0.8 | 2.2 | -2.3 | -3.8 | 8.7 | 0.0 | 1.1 | . | . |
| Nc1ncnc2c1ncn2C1CCC(CO)C(O)C1 (stereo unspecified) | 14.3 | -10.8 | 4.5 | 3.9 | 19.0 | -0.4 | -1.8 | 0.8 | 0.0241 |
| COc1ccc(CCNC(=O)C2CCCN(c3nc(C)cc(C)n3)C2)cc1 (stereo unspecified) | -0.6 | -4.7 | 25.8 | . | 4.5 | -0.1 | 0.1 | -3.2 | -0.68 |
| O=C(CCn1c(=S)oc2ccccc21)N1CCN(c2ccc(F)cc2)CC1 | 0.2 | -1.4 | 23.2 | -3.8 | 7.3 | 0.6 | 4.8 | 8.6 | -0.0881 |

Some of the compounds tested; the hit share may differ from the screen's.
